Source: PubChem BioAssay
Giardia FBPA inh: qHTS Assay for Inhibitors of Fructose-1,6-bisphosphate Aldolase from Giardia Lamblia; purified Giardia FBPA; Potency, µM (highest dose often 59.6 µM), inactives show top-dose activity, negative = inhibition, usual class: inhibitors; hit rate 0.71% among 290,000; AID 2451, 2010; also: potency is read from the fitted curve at half-maximal effect; % is scaled to controls: 0 for no effect and ±100 for the full control effect; nearly all actives have a fitted effect of over 55% in size
Target sequence (A8B2U2 whole entry, looked up): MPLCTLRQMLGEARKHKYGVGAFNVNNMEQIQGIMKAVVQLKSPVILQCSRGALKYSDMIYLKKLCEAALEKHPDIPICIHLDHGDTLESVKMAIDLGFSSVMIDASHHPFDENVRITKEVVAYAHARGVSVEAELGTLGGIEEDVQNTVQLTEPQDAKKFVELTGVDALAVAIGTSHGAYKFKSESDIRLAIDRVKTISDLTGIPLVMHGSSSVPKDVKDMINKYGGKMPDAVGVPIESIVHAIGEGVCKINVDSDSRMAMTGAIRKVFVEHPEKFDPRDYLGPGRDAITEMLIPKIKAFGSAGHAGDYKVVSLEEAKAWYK
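Giardia FBPA (40 nM reagent) was preincubated 10 min at RT with compound (up to 57.5 uM final), then substrate plus GAPDH/TPI/NAD/arsenate coupling system with diaphorase/resazurin was added; resorufin fluorescence (525/598 nm) was read after 20 min.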
Sm TGR block: qHTS Assay for the Inhibitors of Schistosoma Mansoni Peroxiredoxins; Schistosoma mansoni thioredoxin glutathione reductase (TGR), Q962Y6; purified TGR, DTNB reduction, TNB absorbance 405 nm; Potency, µM (top dose mostly 114 µM), for inactives: at the highest dose activity change, negative = inhibition, hits mostly inhibitors; hit rate 3% among 360,000; AID 485364, 2010; also: potency is read from the fitted curve at half-maximal effect; % is scaled to controls: 0 for no effect and ±100 for the full control effect; nearly all actives have a fitted effect of over 60% in size
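First, TGR (20 nM dispensed) and NADPH were mixed with compound. Second, a 15 min room-temperature incubation followed. Third, further NADPH and then DTNB were added to start the reaction. Finally, TNB absorbance was monitored kinetically.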
Shiga toxin inh: A qHTS for Small Molecule Inhibitors of Shiga Toxin; hit rate 9.2% among 290,000; inhibition, % at 38.7 µM; Vero cells, Shiga toxin protein synthesis inhibition reporter; AID 2315, 2010; in the data active = inhibition mostly above about 28%, no sharp cut-off; inactive = mostly below about 43%; also: 0% is about no effect
Pf growth 96h: Primary qHTS for delayed death inhibitors of the malarial parasite plastid, 96 hour incubation. P. falciparum luciferase reporter growth, 96 h. Potency, µM (titrated, usually from 28.7 µM), without a hit: top-dose activity change, negative = inhibition, most hits filed as inhibitors. hit rate 6.9% among 320,000; also: potency is read from the fitted curve at half-maximal effect; % is scaled to controls: 0 for no effect and ±100 for the full control effect
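Infected RBCs, 2% Hct / 0.05% parasitemia final; luciferase-reporter P. falciparum; cpd 96 h, 37 C, 5% CO2; luciferase detection reagent; luminescence.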
Cycloheximide cs: Cycloheximide Counterscreen for Small Molecule Inhibitors of Shiga Toxin. hit rate 12% among 300,000. max response, %. cell reporter, cycloheximide protein synthesis inhibition counterscreen; in the data active = max response mostly above about 13%, no sharp cut-off; inactive = mostly below about 14%; also: read at 38.3 µM for the half of the compounds with a filed dose; 0% is about no effect
Pf growth 48h: Primary qHTS for delayed death inhibitors of the malarial parasite plastid, 48 hour incubation; P. falciparum luciferase growth in erythrocytes, 48 h; Potency, µM (top dose mostly 28.7 µM), for inactives: at the top dose activity change, negative = inhibition, most hits filed as inhibitors; hit rate 5.9% among 310,000; also: potency is read from the fitted curve at half-maximal effect; % is scaled to controls: 0 for no effect and ±100 for the full control effect
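Cell-based growth assay: transgenic P. falciparum expressing firefly luciferase, cultured in red cells within RPMI 1640 containing 0.5% w/v Albumax, 24 mM bicarbonate and gentamycin. A drop in luciferase activity indicates inhibition.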
* hit, by the source's call; & = joins results of further samples; [ ] = remark or other dose. Unless noted, calls follow the shape of the dose curve; as a rule, active = well fitted curve in the direction sought with a large enough effect; inconclusive = small, poorly fitted or top-dose-only effect, or another doubt; inactive = no such curve, though single readings can be large; an effect the other way counts as inactive or inconclusive. Rows are unselected; overall some 24% were active at least once.

How did CCn1nc(C)c(/C=N/NC(=O)c2ccoc2C)c1C do in these assays?
Sm TGR block: 1%; Shiga toxin inh: 70; Pf growth 96h: 357%[activator]; Cycloheximide cs: 25*; Pf growth 48h: 207%[activator]

What do the screens show for `Cc1cc(-c2onc(C)c2C(N)=O)no1`?
Giardia FBPA inh: 6%; Sm TGR block: -9%; Shiga toxin inh: -10; Pf growth 96h: 14%; Cycloheximide cs: 1; Pf growth 48h: 36%[activator]

How did C=C(C)c1ccc(C(C)(C)NC(=O)NCc2ccco2)cc1 do in these assays?
Giardia FBPA inh: 6%; Sm TGR block: -32%; Shiga toxin inh: -3; Cycloheximide cs: -3; Pf growth 48h: -24%

What do the screens show for `COc1ccc(S(=O)(=O)NCC2CCCN(C(=O)c3cccnc3)C2)cc1` (configuration not stated)?
Giardia FBPA inh: 1%; Sm TGR block: -7%; Shiga toxin inh: 0; Pf growth 96h: 14%; Cycloheximide cs: 8; Pf growth 48h: 0%

Results for COc1ccc(Nc2ccc3nnc(-c4ccc(Br)cc4)n3n2)cc1 ?
Giardia FBPA inh: 4%; Sm TGR block: 8%; Shiga toxin inh: -8; Pf growth 96h: 23%; Cycloheximide cs: -4; Pf growth 48h: inconclusive

How did Cc1ccccc1-n1c(SCC(=O)c2c(N)n(C)c(=O)n(C)c2=O)nnc1-c1cccnc1 do in these assays?
Giardia FBPA inh: -5%; Sm TGR block: -1%; Shiga toxin inh: -10; Pf growth 96h: -15%; Cycloheximide cs: -5; Pf growth 48h: -9%

What do the screens show for `Cc1ccc2c(c1)sc1ncc(NC(=O)c3ccc(F)cc3)c(=O)n12`?
Giardia FBPA inh: 2%; Sm TGR block: -2%; Shiga toxin inh: 39; Pf growth 96h: 176%[activator]; Cycloheximide cs: 12; Pf growth 48h: 25%

What do the screens show for `CCc1ccc2c(c1)cc(CN(C(=S)Nc1cccc(C)c1)C1CC1)c1nnnn12`?
Giardia FBPA inh: 6%; Sm TGR block: 5%; Shiga toxin inh: -17; Pf growth 96h: 2.3µM*; Cycloheximide cs: -1; Pf growth 48h: inconclusive

What do the screens show for `Cc1cccc(OCCCC(=O)Nc2ccc(N3CCCCC3)cc2)c1C`?
Giardia FBPA inh: 3%; Sm TGR block: 15%; Shiga toxin inh: -11; Pf growth 96h: 59%[activator]; Cycloheximide cs: -4; Pf growth 48h: -3%

How did COc1cc2c(cc1OC)C1O[C@](CCCCN3C(=O)c4ccccc4C3=O)(C2)OC2=C1C(=O)c1ccccc1C2=O do in these assays?
Giardia FBPA inh: inconclusive; Sm TGR block: 4µM*; Shiga toxin inh: inactive; Pf growth 96h: 0.34µM*; Cycloheximide cs: -1; Pf growth 48h: inconclusive

What do the screens show for `O=C(NCc1cccnc1)c1ccc(S(=O)(=O)N2CCCCC2)cc1`?
Giardia FBPA inh: -1%; Sm TGR block: 19%; Shiga toxin inh: 7; Cycloheximide cs: 14; Pf growth 48h: 6%

Results for Cc1ccc(S(=O)(=O)Nc2ccc(NC(=O)c3cccnc3)cc2)cc1 ?
Giardia FBPA inh: -6%; Sm TGR block: 16%; Shiga toxin inh: -8; Pf growth 96h: inconclusive; Cycloheximide cs: -3; Pf growth 48h: inconclusive

How did Cc1ccc(C(=O)NCC(=O)OCC(=O)c2ccccc2)s1 do in these assays?
Sm TGR block: -3%; Pf growth 96h: 16%; Pf growth 48h: 39%[activator]

What do the screens show for `O=C(/C=N/O)NCCN1CCCCC1`?
Giardia FBPA inh: -1%; Sm TGR block: -1%; Shiga toxin inh: 5; Pf growth 96h: 5%; Cycloheximide cs: 14; Pf growth 48h: 5%

How did CCc1ccc(Nc2cnn(-c3nc4ccccc4s3)c(=O)c2Cl)cc1 do in these assays?
Giardia FBPA inh: 0%; Sm TGR block: -11%; Shiga toxin inh: 84*; Pf growth 96h: inconclusive; Cycloheximide cs: 71*; Pf growth 48h: 52%[activator]

What do the screens show for `Cc1c(CC(=O)NCC(=O)NCC(=O)O)c(=O)oc2cc3oc4c(c3cc12)CCCC4`?
Giardia FBPA inh: -14%; Sm TGR block: inconclusive; Shiga toxin inh: 3; Pf growth 96h: 45%[activator]; Cycloheximide cs: -3; Pf growth 48h: 36%[activator]

What do the screens show for `CS(=O)(=O)Nc1cccc(C2=NN(C(=O)c3cccc([N+](=O)[O-])c3)C(c3cccs3)C2)c1` (configuration not stated)?
Giardia FBPA inh: -11%; Sm TGR block: -11%; Shiga toxin inh: -15; Pf growth 96h: -24%; Cycloheximide cs: -4; Pf growth 48h: 16%[0.00184 µM]

What do the screens show for `CCOC(=O)c1cnc(SCC(=O)c2ccc(Cl)cc2)nc1N`?
Giardia FBPA inh: 0%; Sm TGR block: -14%; Shiga toxin inh: -4; Pf growth 96h: -27%; Cycloheximide cs: 9

What do the screens show for `COc1cccc(/C=N/Nc2ccc(Cl)nn2)c1`?
Giardia FBPA inh: -11%; Sm TGR block: -2%; Shiga toxin inh: 26; Pf growth 96h: 20%; Cycloheximide cs: 26*; Pf growth 48h: 80%[activator]

What do the screens show for `CCc1cc2c(=O)c(-c3nc4ccccc4n3C)c(C)oc2c(CN2CCOCC2)c1O`?
Giardia FBPA inh: -12%; Sm TGR block: inconclusive; Shiga toxin inh: -5; Pf growth 96h: inconclusive; Cycloheximide cs: 6; Pf growth 48h: -14%

What do the screens show for `COc1ccc(N(CC(=O)Nc2ccc3c(c2)OCO3)S(=O)(=O)c2ccc(C)cc2)cc1OC`?
Giardia FBPA inh: -2%; Sm TGR block: 1%; Shiga toxin inh: -6; Pf growth 96h: inconclusive; Cycloheximide cs: 1; Pf growth 48h: inconclusive

How did COc1ccccc1OCC(=O)Nc1c2c(nn1-c1ccc(F)cc1)CS(=O)(=O)C2 do in these assays?
Giardia FBPA inh: -2%; Sm TGR block: -9%; Shiga toxin inh: -5; Pf growth 96h: inconclusive; Cycloheximide cs: -3; Pf growth 48h: 10µM*

Results for Cc1ccc(CN2CCN(CC(=O)O)C2=O)cc1 ?
Giardia FBPA inh: 8%; Sm TGR block: 10%; Shiga toxin inh: -8; Pf growth 96h: -7%; Cycloheximide cs: -5; Pf growth 48h: 9%

How did CC(CCc1ccccc1)NC(=O)Cn1cccc1C(=O)c1ccccc1 (configuration not stated) do in these assays?
Sm TGR block: -15%; Shiga toxin inh: 7; Pf growth 96h: -31%; Cycloheximide cs: -1; Pf growth 48h: 4%

How did COc1ccccc1NC(=O)c1cc(C(=O)Nc2ccccc2OC)cc([N+](=O)[O-])c1 do in these assays?
Giardia FBPA inh: 6%; Sm TGR block: 9%; Shiga toxin inh: -2; Pf growth 96h: 0%; Cycloheximide cs: -5; Pf growth 48h: 22%

What do the screens show for `COc1ccc(Cl)cc1CSc1ncn[nH]1`?
Giardia FBPA inh: -6%; Sm TGR block: -2%; Shiga toxin inh: 4; Pf growth 96h: 1%; Cycloheximide cs: 1; Pf growth 48h: inconclusive

What do the screens show for `CN(C(=O)COc1cccc(Br)c1)C1CCS(=O)(=O)C1` (configuration not stated)?
Giardia FBPA inh: 5%; Sm TGR block: 0%; Shiga toxin inh: -6; Pf growth 96h: 16%; Cycloheximide cs: 3; Pf growth 48h: 0%

What do the screens show for `Cc1sc(NC(=O)Cn2[nH]c(=O)c3ccccc3c2=O)nc1-c1ccccc1`?
Giardia FBPA inh: -13%; Sm TGR block: -11%; Shiga toxin inh: -10; Pf growth 96h: 12µM*; Cycloheximide cs: 13; Pf growth 48h: inconclusive

Results for O=C(Nc1ncccn1)C1CCCN1S(=O)(=O)c1ccc(Cl)c(Cl)c1 (configuration not stated) ?
Giardia FBPA inh: 2%; Sm TGR block: -5%; Shiga toxin inh: -20; Pf growth 96h: 28%; Cycloheximide cs: 1; Pf growth 48h: -20%

Results for Cc1ccccc1-n1nc2c(c1NC(=O)c1cccs1)CS(=O)(=O)C2 ?
Sm TGR block: inconclusive; Shiga toxin inh: -9; Pf growth 96h: -2%; Cycloheximide cs: -2; Pf growth 48h: 19%

How did Cc1[nH]c2ccccc2c1CN1CCC(CO)(Cc2ccccc2)CC1 do in these assays?
Giardia FBPA inh: 2%; Sm TGR block: -16%; Shiga toxin inh: -4; Pf growth 96h: inconclusive; Cycloheximide cs: -8; Pf growth 48h: inconclusive

How did CN(C(=O)C1CCCO1)C1CCS(=O)(=O)C1 (configuration not stated) do in these assays?
Sm TGR block: 1%; Pf growth 96h: 1%; Pf growth 48h: 25%

What do the screens show for `O=C(Nc1ccc(Cl)cc1)Nc1ccc(N2CCC(C(F)(F)F)CC2)nc1`?
Giardia FBPA inh: 1%; Sm TGR block: -4%; Shiga toxin inh: -3; Pf growth 96h: 5%; Cycloheximide cs: -4; Pf growth 48h: 7%

How did Cc1c(NC(=O)c2ccc(N(C)S(=O)(=O)c3ccccc3)cc2)c(=O)n(-c2ccccc2)n1C do in these assays?
Giardia FBPA inh: 8%; Sm TGR block: 16%; Shiga toxin inh: 15; Pf growth 96h: 5%; Cycloheximide cs: -6; Pf growth 48h: inconclusive

What do the screens show for `FC(F)(F)c1cccc(NC(=S)N(CCCN2CCCC2)Cc2cccn2Cc2ccc(Cl)cc2)c1`?
Giardia FBPA inh: -7%; Sm TGR block: 15%; Shiga toxin inh: -13; Pf growth 96h: inconclusive; Cycloheximide cs: -5; Pf growth 48h: inconclusive

What do the screens show for `Cn1c(N2CCOCC2)cc(=O)n(C)c1=O`?
Giardia FBPA inh: 5%; Sm TGR block: 7%; Shiga toxin inh: -9; Pf growth 96h: inconclusive; Cycloheximide cs: 0; Pf growth 48h: 8%

Results for Cc1cc(C)c(C)c(S(=O)(=O)ON2C(=O)c3ccccc3C2=O)c1C ?
Sm TGR block: 1.4µM*; Shiga toxin inh: 16; Pf growth 96h: 82%[activator]; Cycloheximide cs: 16; Pf growth 48h: 7%

Results for O=S(=O)(NCc1ccco1)c1ccccc1Br ?
Giardia FBPA inh: inconclusive; Sm TGR block: -5%; Shiga toxin inh: 21&6; Pf growth 96h: inconclusive; Cycloheximide cs: 12&-2; Pf growth 48h: -4%

Results for Cc1ccc(CNC(=O)c2cccc3c2C(=O)c2ccc(N4CCC(C)CC4)cc2S3(=O)=O)cc1 ?
Sm TGR block: -2%; Pf growth 96h: 4%; Pf growth 48h: -24%

How did CCOc1ccccc1N1CCN(c2ncnc3scc(-c4ccc(OC)cc4)c23)CC1 do in these assays?
Giardia FBPA inh: 6%; Sm TGR block: 12%; Shiga toxin inh: 2; Pf growth 96h: inconclusive; Cycloheximide cs: 0; Pf growth 48h: 5.9µM*

How did CC(C)Oc1ccc(Cc2cnc(=S)[nH]c2N)cc1 do in these assays?
Giardia FBPA inh: -14%; Sm TGR block: 71µM*; Shiga toxin inh: -5; Pf growth 96h: 7%; Cycloheximide cs: -2; Pf growth 48h: -2%

What do the screens show for `Cn1c(NNC(=O)CCC2CCCCC2)cc(=O)n(C)c1=O`?
Giardia FBPA inh: -20%; Sm TGR block: -7%; Shiga toxin inh: -19; Pf growth 96h: -25%; Cycloheximide cs: -2; Pf growth 48h: 17%

Results for CCC(=O)Nc1ccc2oc(-c3cccnc3)nc2c1 ?
Giardia FBPA inh: -1%; Sm TGR block: 2%; Shiga toxin inh: 48*; Pf growth 96h: 108%[activator]; Cycloheximide cs: 35*; Pf growth 48h: 25%
